GALK inh: galactokinase (human) inhibition. P51570. Purified GALK, Kinase-Glo residual ATP luminescence. Potency, µM (top dose mostly 57.5 µM), for the others: at the top dose activity change, negative = inhibition, hits mostly inhibitors. 270,000 compounds, 0.007% hits. AID 1868; note: potency is the fitted concentration of half-maximal effect; % is set by controls: 0 for no effect and ±100 for the full control effect
Target sequence (P51570 whole entry, looked up): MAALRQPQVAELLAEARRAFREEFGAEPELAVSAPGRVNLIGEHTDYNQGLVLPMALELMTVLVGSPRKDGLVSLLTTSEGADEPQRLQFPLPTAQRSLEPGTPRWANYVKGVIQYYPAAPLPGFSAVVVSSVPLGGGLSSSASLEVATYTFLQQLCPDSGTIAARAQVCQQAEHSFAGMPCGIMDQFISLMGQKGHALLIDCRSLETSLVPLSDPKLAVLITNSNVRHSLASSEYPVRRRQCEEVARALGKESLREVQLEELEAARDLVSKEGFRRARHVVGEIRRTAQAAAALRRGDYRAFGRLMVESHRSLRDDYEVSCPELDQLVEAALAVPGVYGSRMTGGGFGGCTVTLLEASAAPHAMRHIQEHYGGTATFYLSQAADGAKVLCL
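The enzyme phosphorylates galactose (100 uM) using ATP (35 uM); inhibition is detected as higher residual ATP, quantified by bioluminescence after 1 h reaction at room temperature, pH 8.0.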
Eya2 phos inh: Eya2 (human) phosphatase inhibition; recombinant Eya2, OMFP fluorescence dephosphorylation (OMFP is methylfluorescein phosphate); Potency, µM (titrated, usually from 76.9 µM), without a hit: at the top dose activity, negative = inhibition, most hits filed as inhibitors; 330,000 compounds, 0.006% hits; note: potency is the fitted concentration of half-maximal effect; % is set by controls: 0 for no effect and ±100 for the full control effect
Target sequence (O00167 whole entry, looked up): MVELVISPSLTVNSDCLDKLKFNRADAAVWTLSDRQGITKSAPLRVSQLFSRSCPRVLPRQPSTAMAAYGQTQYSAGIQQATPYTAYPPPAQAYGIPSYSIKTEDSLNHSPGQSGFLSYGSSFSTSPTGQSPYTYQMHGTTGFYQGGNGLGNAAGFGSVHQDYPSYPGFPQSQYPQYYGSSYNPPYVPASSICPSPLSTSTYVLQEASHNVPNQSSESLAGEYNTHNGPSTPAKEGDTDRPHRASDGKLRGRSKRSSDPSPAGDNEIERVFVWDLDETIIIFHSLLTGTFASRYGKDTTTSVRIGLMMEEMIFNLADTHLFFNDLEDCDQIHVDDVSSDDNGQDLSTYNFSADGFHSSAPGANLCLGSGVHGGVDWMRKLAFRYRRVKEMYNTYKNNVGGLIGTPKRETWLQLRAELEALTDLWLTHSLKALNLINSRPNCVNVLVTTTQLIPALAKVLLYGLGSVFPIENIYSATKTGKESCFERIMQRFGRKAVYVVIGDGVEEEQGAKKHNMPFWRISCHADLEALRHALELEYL
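Eya2 (0.2 uM) preincubated 10 min at ambient with compound, then OMFP substrate added at 50 uM; 10 min reaction in 50 mM HEPES pH 7.5, 50 mM NaCl, 5 uM MgCl2, 0.05% BSA, 1 mM DTT. Fluorescence read at Ex 485/Em 525 nm.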
Mito fusion act: mitochondrial division inhibition or fusion activation; S. cerevisiae fusion-defective mutant growth rescue, CellTiterGlo 48 h; Potency, µM (doses to about 46.1 µM), inactives show at the highest dose growth rescue (activation), hits mostly activators; 320,000 compounds, 0.23% hits; AID 485298;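 note: potency is the fitted concentration of half-maximal effect; % of control where 0% means no effect; nearly all actives have a fitted effect of over 45% in size; temperature-sensitive fusion mutants such as fzo1-1 at 37 °C on non-fermentable ethanol glycerol medium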
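Read-out: ATP-based luminescence (CellTiterGlo, 10 min ambient) reporting growth of fusion-defective ts yeast after 48 hours at 37C on glycerol/ethanol YPEG medium in the presence of compound.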
MBNL1-CUG inh: MBNL1-poly(CUG) RNA binding inhibition | TR-FRET MBNL1-His/biotin-(CUG)12 binding, 665/545 ratio | AID 2675 | Q9NR56 | Potency, µM (titrated, usually from 57.5 µM), without a hit: at the highest dose activity change, negative = inhibition, actives largely listed as inhibitors | 280,000 compounds, 0.036% hits; active = well fitted inhibition curve with a large enough effect in the signal ratio, with a control signal flat, not every such curve was filed as active; inconclusive = small, poorly fitted or top-dose-only effect, or effect the other way, or a change in a side signal; inactive = no such curve, though single readings can be large or run the other way; the % refers to the signal ratio; note: potency is the fitted concentration of half-maximal effect; % is set by controls: 0 for no effect and ±100 for the full control effect
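Ratiometric TR-FRET (665 over 545 nm, excitation 340 nm) tracks disruption of MBNL1-His/biotin-(CUG)12 complex after 60 min at room temperature, with compounds at 92 nM to 58 uM final.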
KCNH2 WT inh: inhibitors of human wildtype KCNH2 potassium channel | 340,000 compounds, 0.37% hits | Q12809 | activity change, % at 1.84 µM | U2OS, BacMam KCNH2, thallium flux FluxOr; stronger effect = lower value | AID 720551;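 active = maximum activity change below -70%; inconclusive = maximum activity change between -70% and -50%; inactive = maximum activity change above -50%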; note: % is set by controls: 0 for no effect and ±100 for the full control effect
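U2OS cells transduced with wild-type KCNH2 virus are loaded with FluxOr dye for 45 min, and thallium flux is measured in kinetic reads before and after stimulation buffer. Rate constants are normalized to DMSO controls.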
USP2a block: inhibitors of human ubiquitin-specific protease USP2a | USP2 core, Ub-CHOP2 coupled fluorogenic reporter, 485/531 | 330,000 compounds, 0.01% hits | O75604 | Potency, µM (top dose mostly 38.3 µM), without a hit: at the highest dose activity change, negative = inhibition, actives largely listed as inhibitors;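 note: potency is the fitted concentration of half-maximal effect; plate controls were DMSO wells for no effect and full inhibition by NEM control for full effect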
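USP2 core (10nM final) preincubated 30min RT with compound in 20mM Tris-HCl pH 8.0, 2mM CaCl2, 2mM beta-mercaptoethanol, 0.05% CHAPS; 25nM Ub-CHOP2 plus 25nM reporter substrate added, fluorescence (Ex485/Em531) read after 60min.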
ASM inhibitor: inhibitors of human secretory acid sphingomyelinase; P17405; placental ASM, HMU-PC fluorogenic substrate, 60 min; Potency, µM (highest dose often 57.5 µM), for the others: at the highest dose activity change, negative = inhibition, actives largely listed as inhibitors; 340,000 compounds, 0.006% hits; note: potency is the fitted concentration of half-maximal effect
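qHTS format. ASM enzyme prepared from human placenta hydrolyses the fluorogenic substrate HMU-PC0 (9 uM final) over 60 min at 37 °C after a 10 min compound preincubation.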
TSHR antagonist: blocks TSH signaling through the human TSH receptor | TSHR-expressing cells, TSH-stimulated cAMP HTRF, 2 h; stronger effect = lower value | activity change, negative = inhibition, % at 11.5 µM | 330,000 compounds, 0.2% hits | AID 504810;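 active = activity change below a set negative limit, meaning inhibition stronger than a set level, cut at about -70% in these data; inconclusive = activity change between two set negative limits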; note: % is set by controls: 0 for no effect and ±100 for the full control effect
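Antagonism was scored as loss of TSH-driven cAMP in TSHR cells, stimulated with 4nM TSH (EC80) for 2 hours at 37 deg C and detected by homogeneous HTRF competition immunoassay.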
PKM2 act: increases activity of human pyruvate kinase M2; purified PKM2, Kinase-Glo ATP luminescence, activation; response scale: 0% is enzyme alone, no compound; Potency, µM (top dose mostly 57.5 µM), inactives show top-dose activation, most hits filed as activators; 260,000 compounds, 0.34% hits; note: potency is the fitted concentration of half-maximal effect; % is set by controls: 0 for no effect and ±100 for the full control effect; nearly all actives have a fitted effect of over 55% in size
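Purified hPK-M2 (>95% pure) converted ADP (0.1 mM final) to ATP with 0.5 mM PEP in 50 mM imidazole pH7.2, KCl, MgCl2, Tween 20, BSA; 1 h at room temperature. ATP detected by Kinase-Glo luminescence.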
Chronic BCR inh: blocks chronic active B-cell receptor signaling; Potency, µM (series often up to 46.1 µM), without a hit: at the highest dose ratio change, negative = lower green/red ratio, hits mostly inhibitors; ABC-DLBCL IkBa-CBG/CBR reporter, luminescence ratio, 4 h; 340,000 compounds, 0.05% hits; active = well fitted inhibition curve with a large enough effect in the signal ratio, with a control signal flat, not every such curve was filed as active; inconclusive = small, poorly fitted or top-dose-only effect, or effect the other way, or a change in a side signal; the % refers to the signal ratio;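 note: potency is the fitted concentration of half-maximal effect; plate controls were basal doxycycline-induced cells for no effect and cells given 10 µM MG132 for full effect; MG132 reads +100%, hits lower the ratio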
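Compounds up to 46 uM were incubated four hours with TMD8 cells whose green CBG68 luciferase is fused to IkappaBalpha; red CBR luminescence normalised the signal, and concentration-effect curves were fitted to fusion, red and ratio data.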
Menin MLL FP TR: displaces Texas Red mutant MLL peptide from human menin | 270,000 compounds, 0.23% hits | O00255 | Potency, µM (highest dose often 61.6 µM), without a hit: top-dose FP activity change, negative = inhibition, usual class: inhibitors | Menin + Texas Red MLL mutant peptide, fluorescence polarization; active = well fitted inhibition curve with a large enough effect in the polarisation, with a control signal flat, not every such curve was filed as active; inconclusive = small, poorly fitted or top-dose-only effect, or effect the other way, or a change in a side signal; inactive = no such curve, though single readings can be large or run the other way; the % refers to the polarisation; note: potency is the fitted concentration of half-maximal effect; % of control where 0% means no effect; many of its hits are not listed in these tables
Starred values were filed as active, the others as inactive; i = inactive; ? = inconclusive; · = not tested or not shown; & = joins results of further samples; [ ] = dose if it differs, or a comment. Unless noted, calls come from the whole dose curve; as a rule, active = well fitted curve in the direction sought with a large enough effect; inconclusive = small, poorly fitted or top-dose-only effect, or another doubt; inactive = no such curve, though single readings can be large; an effect the other way counts as inactive or inconclusive. The list is partial; rates above refer to the full screens.

SMILES	GALK inh	Eya2 phos inh	Mito fusion act	MBNL1-CUG inh	KCNH2 WT inh	USP2a block	ASM inhibitor	TSHR antagonist	PKM2 act	Chronic BCR inh	Menin MLL FP TR
CCCn1c(SCC(=O)N2CCOCC2)nnc1-c1ccncc1	9%	0%	3%	-3%	11	3%	-2%	4	-3%	-15%	-7%
COc1ccc(CNS(=O)(=O)c2ccc3c(c2)N(C(C)=O)CC(C)S3)cc1 (stereo not drawn)	2%	3%	-9%	-4%	1	-1%	0%	-30	·	0%	·
COc1ccc(N(CC(=O)N2c3ccccc3CC2C)S(=O)(=O)c2c(C)nn(C)c2C)cc1 (stereo not drawn)	2%	-14%	-4%	-15%	-1	2%	-1%	-8	2%	5%	0%[11.7 µM]
CN1CCN(c2nnc(-c3cccs3)c3ccccc23)CC1	1%	2%	2%	?	18	0%	-2%	-13	-4%	-1%	?
CCOC(=O)c1ccc(NC(=O)CN2C(=O)CN(C(C)=O)C2=S)cc1	0%	9%	4%	1%	2	-1%	-3%	27	1%	?	-7%
Cn1cccc1-c1cc(C(=O)N/N=C/c2ccccc2Cl)[nH]n1	2%	-11%	-3%	4%	-11	0%	-6%	-8	-3%	?	27%
O=C(O)C1C(C(=O)O)C1(c1ccccc1)c1ccccc1 (stereo not drawn)	4%	6%	-2%	-2%	-7	-2%	1%	3	-8%	-1%	·
COc1cccc(CNC(=O)CCc2nc3cc(S(=O)(=O)N4CCOCC4)ccc3n2C)c1	·	5%	1%	·	6	-1%	-4%	-9	·	-29%	·
O=c1c2ccccc2nc(CSc2ncnc3nc[nH]c23)n1-c1cccc(C(F)(F)F)c1	0%	-11%	2%	1%	6	0%	7%	5	-11%	?	·
Cc1cccc(NC(=O)c2ccc(NC(C)c3ccccc3)c([N+](=O)[O-])c2)n1 (stereo not drawn)	2%	-3%	-4%	9%	4	3%	-10%	18	-7%	1%	32%
Cc1ccc(S(=O)(=O)CCC(=O)OCC(=O)N2CCN(c3ccccc3)CC2)cc1	·	0%	-3%	·	-9	0%	5%	-4	·	9%	·
O=C(COc1cccc(Oc2ccccc2)c1)Nc1ncccn1	0%	-5%	-5%	1%	2	1%	0%	-8	-13%	13%	-2%
CCc1cccc(NC(=O)Cc2ccc(OC)c(OC)c2)c1	1%	6%	-4%	-3%	-5	0%	5%	4	7%	-2%	1%
COc1cc(C(C)=O)ccc1OCC(O)CNCC1(N2CCCCC2)CCCCC1 (stereo not drawn)	3%	-2%	-2%	-8%	0	1%	-6%	-9	8%	-1%	3%
COC(=O)c1ccccc1NS(=O)(=O)c1ccc2c(c1)oc(=O)n2C	-6%	11%	6%	-6%	-11	0%	7%	2	11%	-9%	6%
COc1ccc(-c2cc(C(=O)Nc3cccc(Cl)c3)no2)cc1	·	1%	-3%	-9%	·	2%	3%	-8	·	?	?
O=C(NCCc1c[nH]c2ccccc12)c1cnc2sccn2c1=O	3%	8%	-1%	-3%	10	0%	2%	-7	8%	?	9%
COc1ccc(C2c3c(-c4ccccc4O)n[nH]c3C(=O)N2CCc2ccc(OC)c(OC)c2)cc1 (stereo not drawn)	0%	-32%	2%	-5%	-12	-2%	?	8	-23%	?	-28%
Cc1nc(NC(=O)CSC2=NCCS2)sc1C(=O)N(C)C	1%	6%	-1%	4%	1	-1%	-3%	-3	1%	?	·
CCCCn1c(=O)c(F)cn(Cc2ccc(OC)c([N+](=O)[O-])c2)c1=O	-3%	0%	-6%	19%	-2	1%	0%	-3	1%	?	6%
CC(C)CCNCC(=O)NC(c1ccccc1)c1ccccc1	-1%	13%	1%	-5%	15	0%	-3%	-5	-2%	-1%	-30%
C#CCOCCOCCOCCNc1nc(OC)nc(N2CCN(C(=O)[C@H](CCC(=O)O)n3cc(C(N)CO)nn3)CC2)n1 (stereo partly drawn)	·	11%	-6%	·	·	0%	3%	3	·	0%	·
COc1cc(/C=C(/C#N)c2ccc(F)cc2)ccc1OCc1ccc(C(=O)O)o1	-8%	-33%	-1%	?	4	-2%	10%	-17	0%	?	?
CC(=O)N1CCOCCOCCOCC1	-1%	-5%	-2%	3%	-3	5%	2%	-2	-2%	0%	·
Cc1c(CC(=O)N2CCN(C(=O)C3COc4ccccc4O3)CC2)c(=O)oc2cc(O)ccc12 (stereo not drawn)	6%	16%	4%	11%	-8	1%	i	2	0%	-15%	-15%
Fc1ccc(SCCc2ccncc2)cc1	2%&-2%	-20%&-8%	-4%&-1%	9%&-14%	-4&-8	3%&2%	7%&0%	-2&-5	10%&6%	-1%&1%	4%&-8%
O=P(Cc1ccccn1)(c1ccccc1)c1ccccc1	-2%	3%	-1%	5%	23	1%	-4%	7	8%	-4%	3%
O=C(NCC1CCCO1)c1ccc2c(c1)N(Cc1ccccc1)CCS2 (stereo not drawn)	-4%	-3%	1%	19%	-7	-1%	291%[activator]	4	·	4%	·
Cc1ccc(S(=O)(=O)N(CC(=O)Nc2cccc(C)c2C)C(=O)N2CCN(C)CC2)cc1	·	9%	3%	·	-7	3%	5%	10	·	10%	·
N#CCCn1cc(C(=O)Nc2ccccn2)c(-c2ccccc2)n1	1%	0%	2%	-6%	-3	0%	4%	-7	4%	2%	-1%
CCOC(=O)Cn1cc(C(=O)c2cccs2)c2ccccc21	0%	2%	7%	-2%	-1	-1%	-3%	0	1%	9%	25%
O=S(=O)(Nc1cccnc1)c1cccs1	0%	5%	16%	-3%	1	-12%	2%	3	6%	?	1%
CCn1cc(C(=O)Nc2ccc(C)c([N+](=O)[O-])c2)cn1	2%	9%	2%	?	-19	2%	-1%	4	-16%	4%	21%
CC1CCc2nc(NC(=O)C3CC3)sc2C1 (stereo not drawn)	-3%	-3%	7%	-1%	-1	4%	3%	6	-8%	-17%	·
CCn1c(O)c(N=NC(=O)CNC(=O)c2ccco2)c2ccccc21	0%	-13%	-3%	?	4	0%	-2%	-10	3%	?	3%
CC(CCc1ccccc1)NC(=O)c1cccc(F)c1 (stereo not drawn)	·	-17%	2%	-1%	5	1%	-1%	-11	2%	12%	-22%
CCOC(=O)N1CCN(C(=O)/C(=C/c2ccc(Br)cc2)NC(=O)c2ccc(OC)cc2)CC1	0%	-6%	-10%	10%	-47	-2%	-15%	9	2%	2%	2%
Cc1ccc(OCCNS(=O)(=O)c2ccc(N3CCCC3=O)cc2)cc1	-3%	-10%	-2%	-3%	5	0%	-2%	-12	?	-17%	-1%
Cc1ccc(S(=O)(=O)N2CCCCC2)cc1C(=O)Nc1cccnc1	0%	-8%	1%	·	13	0%	-3%	-5	-9%	-2%	·
Cc1cc(C(=O)NNc2ccc(Cl)cc2)no1	·	-23%	-9%	-13%	-9	2%	0%	12	-3%	13%	·
O=C(COC(=O)CNC(=O)c1ccc(Cl)cc1Cl)NC(=O)NCc1ccccc1	·	4%	0%	·	-4	1%	0%	-4	·	?	·
Cc1c(OCC(=O)NC(Cc2c[nH]c3ccc(O)cc23)C(=O)O)ccc2c3c(c(=O)oc12)CCC3 (stereo not drawn)	-2%	-14%	-16%	-2%	-5	4%	4%	-6	6%	9%	-3%
O=C(NC1CCCC1)c1cc2nc(-c3ccccc3)cc(-c3ccccc3)n2n1	0%	-5%	-21%	3%	11	8%	114%[activator]	-3	-8%	5%	·

Assay outcomes (PubChem)
